# From PubChem
# HSF-1 act: HSF-1 activators, primary screen, NIH3T3-HGL cells, MG132 stress, luminescence, single point; NIH3T3-HGL HSF-1 luciferase reporter, 8 h; 100% = twice DMSO control signal; activation, % at 9 µM; 1.7% of 300,000 active; AID 504408, 2011;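 active means mean replicate activation of at least 50% with a set share of replicates each reaching 50%; inconclusive means only one of those two conditions met; inactive means mean below 50% and too few replicates reaching it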;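 further: 0% = median of the neutral control wells and 100% = twice that signal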
# PolyA inhibitor: polyadenylation inhibitors in yeast reporter cells, primary screen, luminescence, S. cerevisiae; calls only at 12 µM; 0.02% of 300,000 active; AID 1875, 2009; S. cerevisiae SKY197-pL101 polyadenylation reporter, beta-gal luminescence; efflux-impaired pdr1/pdr3 knockout yeast; score 100 = 6 SD above DMSO;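 active means lowest replicate activity score at least 50, where 100 means six control SD above control mean; inconclusive means lowest score under 50 but half or more replicates reach 50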;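 further: yeast exposed to compound for 9 h at 30 °C; higher score means more reporter readthrough which indicates perturbed polyadenylation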
# HSF1 inhib: HSF1 inhibitors in luciferase reporter cells, primary screen, cell-based, NIH3T3, luminescence; NIH3T3-HGL HSE-luciferase, MG132-induced, luminescence 8 h; active compounds read low; activity change, negative = inhibition, % at 7.5 µM (by protocol); 0.77% of 300,000 active; AID 2098, 2009;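 active means more than half of replicate wells show activity change below -50%, luminescence cut by over half; inconclusive means some wells, but at most half, below -50%; inactive means no replicate well below -50%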;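 further: luciferase reports HSF-1 transcriptional activity via heat shock element; 0% = median of DMSO wells and -100% = zero luminescence signal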
# GSK3B inh: human GSK3beta kinase inhibitors, primary screen, biochemical, cell-free homogeneous, HTS; Glycogen synthase kinase-3 beta (Homo sapiens), P49841; GST-GSK3beta kinase, ADP-Glo luminescence, 60 min; active compounds read low; 0.038% of 300,000 active; AID 2097, 2009; activity score (negative = inhibition), % at 10 µM;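 active means more than half of replicate wells score below -50%, meaning over 50% inhibition versus plate controls; inconclusive means some replicates but at most half score below -50%; inactive means no replicate scores below -50%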;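 further: 0% = median DMSO wells and -100% = median GW8510 positive control wells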
# Target sequence (P49841 whole entry, looked up): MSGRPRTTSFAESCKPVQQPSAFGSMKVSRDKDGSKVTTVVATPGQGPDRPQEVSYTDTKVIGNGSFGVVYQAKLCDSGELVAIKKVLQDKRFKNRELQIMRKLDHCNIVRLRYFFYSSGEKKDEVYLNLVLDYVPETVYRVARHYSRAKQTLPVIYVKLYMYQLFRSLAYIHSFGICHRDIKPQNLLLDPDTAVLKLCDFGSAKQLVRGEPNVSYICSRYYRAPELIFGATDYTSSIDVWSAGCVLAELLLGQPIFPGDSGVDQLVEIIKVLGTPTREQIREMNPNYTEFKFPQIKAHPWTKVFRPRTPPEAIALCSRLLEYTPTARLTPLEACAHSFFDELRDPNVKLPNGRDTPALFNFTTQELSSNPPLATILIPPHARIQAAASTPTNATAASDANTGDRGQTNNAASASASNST
#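 Test system: GST-tagged human GSK3beta kinase, cell-free; evaluation: activity score scaled between in-plate DMSO and GW8510 controls; measured by: ADP-Glo luminescence; incubation: 60 min reaction, RT; benchmarks: DMSO and 20 µM GW8510; reagent: peptide substrate plus 25 µM ATP (final); medium: Tris/MgCl2 kinase buffer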
# KLF5 inhibitor: KLF5 expression inhibitors, primary screen, DLD-1 cells, luminescence | 0.23% of 290,000 active | AID 1700, 2009 | inhibition, % at 5 µM | DLD-1 KLF5 promoter-luciferase reporter;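 active means inhibition above a per-plate limit of that plate's mean compound inhibition plus 3 SD, cut at about 60% in these data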;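 further: 0% = DMSO wells and 100% = LY294002 at 200 µM; higher means less KLF5 promoter-driven luciferase light; inactives centre near -14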
# IEC-6 tox: cytotoxicity in IEC-6 intestinal epithelial cells, primary screen, cytotoxicity control for KLF5 inhibitor project, cell-based, luminescence; IEC-6 cytotoxicity, luminescence viability; inhibition, % at 5 µM; 0.78% of 290,000 active; AID 1825, 2009; in the data active means inhibition above about 22%;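 further: 0% = plate median of test compound wells and 100% = cytotoxic reference compound wells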
# HSP90 inh: HSP90 inhibitors, primary screen, cell lysate, luminescence. 0.91% of 290,000 active. Rabbit reticulocyte lysate, luciferase refolding luminescence, 3 h. inhibition, % at 5.6 µM. Heat shock protein HSP 90 (rabbit reticulocyte lysate; luciferase refolding). AID 1789, 2009;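 active means inhibition above the screen-wide mean plus 3 SD, computed separately per campaign, cut at about 16% in these data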;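 further: 0% = DMSO wells and 100% = 60 µM geldanamycin wells; inhibitors lower the luminescence because luciferase stays unfolded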
# aSyn UTR inh: MLPCN primary screen, SNCA 5' untranslated region; alpha-synuclein 5'UTR reporter, inhibitor activity; inhibition, % (tested at 7.5 µM); 0.82% of 300,000 active; AID 1813, 2009; in the data active means inhibition above about 60%; inconclusive means no clear call, values can overlap the other calls;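 further: H4 neuroglioblastoma cells stably carrying SNCA 5'UTR luciferase fusion; 0% = DMSO wells and 100% = positive control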
# AI-2 QS modul: Vibrio harveyi AI-2 quorum sensing modulators, primary screen, JMH597 strain, luminescence/OD600 ratio. Vibrio harveyi JMH597 AI-2 luminescence/OD600 ratio, 9 h; active compounds read low; strain lacks LuxN and CqsS sensors; 0 = neutral-control median. activity change, % at 7.5 µM. 0.4% of 300,000 active; in the data active means activity change below about -75%, passing the limit was not always enough; inconclusive means no clear call, values can overlap the other calls;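 further: luminescence divided by OD600 gain over 9 h not by final OD600 alone; inactives centre near 13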
# GSK3 alpha inh: blockers of GSK3A enzyme activity – biochemical, luminescence, cell-free homogeneous, HTS, primary screen; AID 2650, 2010; GSK-3 alpha kinase, ADP-Glo luminescence, 60 min; 0.1% of 320,000 active; inhibition, % at 10 µM;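 in the data active means inhibition above about 50%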;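 further: GST-tagged GSK-3 alpha with peptide substrate and 25 µM ATP; 0% = DMSO neutral wells and 100% = GW8510 positive control wells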
# Target sequence (P49840 whole entry, looked up): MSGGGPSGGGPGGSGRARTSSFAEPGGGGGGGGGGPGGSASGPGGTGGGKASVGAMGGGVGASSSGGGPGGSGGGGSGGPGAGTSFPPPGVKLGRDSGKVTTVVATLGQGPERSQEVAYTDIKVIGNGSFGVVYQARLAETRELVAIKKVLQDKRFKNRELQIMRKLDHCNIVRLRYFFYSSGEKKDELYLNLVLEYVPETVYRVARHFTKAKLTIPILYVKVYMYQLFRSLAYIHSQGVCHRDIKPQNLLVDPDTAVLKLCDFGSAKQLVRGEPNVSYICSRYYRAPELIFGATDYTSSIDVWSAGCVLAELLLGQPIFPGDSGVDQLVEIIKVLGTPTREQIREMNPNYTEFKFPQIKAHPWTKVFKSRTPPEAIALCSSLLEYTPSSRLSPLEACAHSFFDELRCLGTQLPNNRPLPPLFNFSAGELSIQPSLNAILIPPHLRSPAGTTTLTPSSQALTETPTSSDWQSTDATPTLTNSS
# * hit, by the source's call; i = inactive; ? = inconclusive; . = not tested or not shown. Some of the compounds tested (hit frequency here may not be typical).
SMILES,HSF-1 act,PolyA inhibitor,HSF1 inhib,GSK3B inh,KLF5 inhibitor,IEC-6 tox,HSP90 inh,aSyn UTR inh,AI-2 QS modul,GSK3 alpha inh
Cc1cccc(C)c1NC(=O)C(C)N1CCCC1 (centres undefined),75*,i,21,1,-49,0,3,9,1,5
COC(=O)c1[nH]c2cc(OC)c(OC)cc2c1/C=N/Nc1ccccc1,-1,i,4,1,4,2,-3,38,-2,1
Cc1ccc(S(=O)(=O)N2CCOCC2)cc1NC(=O)COC(=O)CSc1ccc(Br)cc1C,-4,i,-5,-1,-6,0,2,-10,30,-3
COc1ccc(-c2cc3nc(C)c(CCC(=O)NC(C)CCc4ccco4)c(C)n3n2)c(OC)c1 (centres undefined),3,i,-1,-2,-36,1,0,41,24,-1
C=CCOc1ccc(/C=N/NC(=O)c2c(C)nc3ccc(Cl)cn23)cc1,-4,i,0,-1,-5,4,0,11,7,-3
CCCCN(C(=O)c1cccc(S(=O)(=O)N2CCN(C)CC2)c1)c1c(N)n(CCC)c(=O)[nH]c1=O,4,i,-5,-1,.,.,.,-2,9,1
COc1ccc(CCNC(=O)CSc2ccccn2)cc1,.,.,.,.,2,-2,-2,.,.,-1
O=C(Nc1ccc(Cl)cn1)C1CC1,-6,i,-5,4,-29,4,2,1,-12,-1
CCOC(=O)C1=C(CS(=O)(=O)c2ccc(C)cc2)NC(=O)NC1c1cc(OC)c(O)c(OC)c1 (centres undefined),-2,i,-2,2,-12,-2,-6,-21,13,-2
COc1ccc(OC(=O)COc2ccc(Cl)cc2)cc1,-5,i,-2,2,-55,-8,6,6,15,-1
Cc1cc(C)c(C#N)c(SCc2[nH]nc3c2C(c2ccccc2)C(C#N)=C(N)O3)n1 (centres undefined),64*,i,49,1,-18,2,-1,-18,-2,6
CCCN(C(=O)CCOc1ccc(C(C)(C)C)cc1)c1c(N)n(Cc2ccccc2)c(=O)[nH]c1=O,5,i,3,1,.,.,.,1,13,-1
CCN1C(=O)C(CC(=O)Nc2ccc(OC)cc2)N(Cc2ccc(OC)c(OC)c2)C1=S (centres undefined),6,i,-5,-1,0,0,-1,11,6,-2
COc1ccc2ccccc2c1C1CC(=O)N2CN(C3CCCCC3)CSC2=C1C#N (centres undefined),-64,i,-54*,-1,-14,-6,-3,14,19,0
Cc1ccc(CN(Cc2ccco2)C(=S)NCC(=O)NC2CC2)cc1,-12,i,-2,-1,0,1,0,2,24,0
O=C(CSc1nnc(NC(=O)C2CC2)s1)NCc1cccs1,-4,i,0,-2,-11,8,1,-4,61,-1
CNC(=O)COC(=O)c1ccc(NC(=O)CC#N)cc1,-7,.,2,1,-3,2,3,14,19,0
CCOC(=O)C1CCCN(S(=O)(=O)c2ccc3c(c2)N(C)C(=O)CC(=O)N3C)C1 (centres undefined),-11,i,-7,-3,-4,15,2,-18,-6,-1
CC1CCCCN1CCNC(=O)CN1C(=O)CSc2ccc(S(=O)(=O)N3CCCCC3)cc21 (centres undefined),-22,i,-11,2,-32,-4,0,21,5,-1
O=C(CN1C(=O)C2CC=C(Cl)CC2C1=O)NCc1ccccc1 (centres undefined),8,i,-10,2,-9,2,1,9,-4,-1
COc1cccc(NC(=S)NN=C2CCC(C(C)(C)C)CC2)c1 (centres undefined),20,i,2,1,18,-7,2,-10,20,0
COc1ccccc1NC(=O)CN1CCN(Cc2ccccc2)CC1,-8,i,-13,0,1,0,0,20,10,2
COC(=O)CN(C(=S)Nc1ccc(Cl)cc1)C1CC(=O)N(c2ccc(OC)cc2)C1=O (centres undefined),5,i,-6,2,-4,-7,-3,3,-3,-2
Cc1ccc(C)c(Nc2ccc(C(=O)NCCc3ccccc3)cn2)c1,13,i,3,-1,-6,2,5,-4,16,-1
Cc1cc(NC(=O)CCC(=O)N(CCC(C)C)C(C(=O)NC2CCCC2)c2cccnc2)no1 (centres undefined),9,i,1,1,-41,-5,1,6,3,0
CCOC(=O)Cn1nc(CC)c2ccccc2c1=O,5,i,3,-2,7,4,0,0,13,-1
O=C(COC(=O)/C=C/c1ccccc1[N+](=O)[O-])NCC1CCCO1 (centres undefined),2,i,-6,-3,-12,5,-2,-23,7,-2
Cc1ccc(NC(=O)c2cc(C)nc3ccccc23)c(Br)c1,22,i,2,-1,4,7,-2,8,-14,4
CC(C)Oc1ccc(Cn2c(-c3ccco3)n[nH]c2=S)cc1,20,i,4,0,-23,0,-4,1,-9,-2
Cn1cnc(S(=O)(=O)NCc2cccs2)c1,-11,i,-4,1,-20,-1,3,16,15,-2
Cc1nonc1C1CCCN1Cc1cn[nH]c1-c1ccc2c(c1)OCO2 (centres undefined),5,i,-2,-1,-12,-1,-4,-12,14,5
O=C(COc1ccc2c(c1)oc(=O)c1ccccc12)NCCCN1CCOCC1,8,i,0,1,4,-2,2,-50,16,2
O=C(NCCCc1ccccc1)c1ccc(-n2cncn2)c([N+](=O)[O-])c1,-1,i,-3,1,.,.,.,6,1,2
CC1CN(S(=O)(=O)c2cccc(C(=O)Nc3ccc(S(=O)(=O)Nc4ncccn4)cc3)c2)CC(C)O1 (centres undefined),-6,i,-1,0,-5,-1,-2,-4,37,.
Cc1cc(C)n(-c2ccc(Cl)c(C(=O)Nc3cc(C(F)(F)F)ccc3Cl)n2)n1,7,i,5,1,-28,1,-2,-5,11,0
O=C1Nc2ccc(Br)cc2/C1=C/C(=O)c1ccc2c(c1)OCO2,0,i,-1,4,-2,1,4,10,24,-4
COc1ccc(CNC(=O)CNC(=O)N2CC(=O)Nc3ccccc32)cc1,-3,i,1,-1,-18,-7,-3,-17,7,2
O=C(c1ccccc1)N1CCc2[nH]nc(-c3ccccc3)c2C1,-5,i,1,-6,-14,-3,-4,-2,7,1
CC(C)CC(=O)NC(=S)Nc1ccc(S(=O)(=O)Nc2nccs2)cc1,-6,i,-2,-8,5,7,0,11,8,0
Cc1ccc(NS(=O)(=O)c2ccc(NC(=O)C(C)Sc3ccc(Cl)cc3)cc2)c(C)c1 (centres undefined),16,i,12,0,-11,-1,-6,11,18,.
O=C(O)CC1(CC(=O)Nc2ccccc2N2CCOCC2)CCCC1,2,i,-4,11,-11,4,1,-4,8,0
CC(=O)NN1C(=O)c2ccc3c4c(ccc(c24)C1=O)C(=O)N(NC(C)=O)C3=O,-41,i,-24,0,-19,4,45*,43,-13,1
COc1ccc(OCCSc2nnc3sc4ccccc4n23)cc1,2,i,2,0,-75,-6,-1,-131,7,7
O=C(Nc1nc2c(s1)CCCC2)c1ccc(Br)o1,41,i,19,0,-183,2,16*,-41,8,1
COc1ccc(-c2nnc(SCCC(=O)O)n2C)cc1OC,12,i,-1,-4,-20,0,-3,4,5,0
CCCCON1C(=O)c2cccc3cccc(c23)C1=O,6,i,9,-1,-31,7,-3,-17,12,-3
CC(=O)Nc1ccc(NC(=O)CSc2ccc(C)cc2)cc1,-9,i,3,-6,-21,-3,3,5,5,-2
COC(=O)C1=C(C)OC(N)=C(C#N)C1c1cc(OC)c(OCC(N)=O)cc1Cl (centres undefined),4,i,-3,0,-31,1,-4,-12,39,0
O=c1[nH]c2cnccc2n1-c1ccccc1,5,i,0,0,-5,3,0,-1,13,-4
Cc1nc2ccccc2n1C(=O)N1CCOCC1,-8,.,2,-9,0,5,0,9,13,1
Cc1ccc(C(=O)Nc2ccc(C)c(S(=O)(=O)N(C)C)c2)s1,78*,i,21,0,-97,3,0,-185,8,0
CC(=O)c1cccc(CN2CCCC(N3CCN(c4ccccc4F)CC3)C2)c1 (centres undefined),17,i,-8,1,-23,0,-4,-3,4,0
CCCCn1c(SCC(=O)c2ccc(OC)c(OC)c2)nc2cc(S(N)(=O)=O)ccc21,9,i,0,4,-36,-2,1,30,30,-2
NS(=O)(=O)c1ccc(CNS(=O)(=O)c2ccc(Cl)nc2)cc1,3,i,-6,1,-36,-3,-3,-4,17,.
CCC(CC)NC(=O)CCCSc1nc2ccccc2[nH]1,-44,i,-37,4,-28,2,2,-5,16,1
COCCCN(C(=O)c1ccco1)c1nc(-c2ccc(OC)cc2)cs1,16,i,5,0,-37,9,-4,-38,27,0
O=C(CSc1nc2[nH]ncc2c(=O)[nH]1)NCCc1ccccc1,4,i,2,1,3,1,-3,-2,0,-1
Cc1nc(NCc2ccco2)[nH]c(=O)c1CCC(C)C,4,i,1,-3,-17,3,0,-16,2,.
CN1CCN(CC(=O)Nc2nc3c(s2)CCCC3)CC1,-4,i,1,-2,-3,2,0,-18,.,-1
CCC1=C(OC(=O)N(CC)CC)N2C(=O)OC(=NCCc3c[nH]c4ccccc34)[C@]2(C)[C@H]2C1=CC[C@H]1C(=O)NC(=O)[C@H]12,8,i,0,3,.,.,.,19,2,3
# Carrying on:
SMILES,HSF-1 act,PolyA inhibitor,HSF1 inhib,GSK3B inh,KLF5 inhibitor,IEC-6 tox,HSP90 inh,aSyn UTR inh,AI-2 QS modul,GSK3 alpha inh
COc1ccc(CC(=O)Nc2ccc(-c3cn4cccc(C)c4n3)cc2)cc1OC,35,i,8,1,-28,3,1,-27,6,3
CC(C)CC(=O)Nc1ccc(-c2nc3ccccc3c(=O)[nH]2)cc1,18,i,30,1,-113,12,3,-47,13,0
CCOc1ccc(-n2ccnc(SCC(=O)Nc3cccc(OC)c3)c2=O)cc1,-2,i,2,2,.,.,.,4,29,.
CSC1=NC2(CCCCC2)C2=C(CCCC2)N1,14,i,-7,-1,-20,0,0,-8,6,0
CC1(C)OC(=O)N(CCc2ccccc2)C1(C)O (centres undefined),-9,i,2,1,-30,-6,0,11,9,4
O=C(Nc1ccc(CN2CCOCC2)cc1)c1ccc(Br)o1,47,i,5,0,-140,-3,2,-104,26,10
O=C(Cc1ccc(-n2cccc2)cc1)NCc1cccs1,0,i,-11,0,43,73*,4,40,10,-5
C/C(Cc1ccccc1)=N/NC(=O)CNC(=O)C(c1ccccc1)c1ccccc1,-61,i,?,3,-11,-4,6,3,14,-1
